Screening data (PubChem BioAssay)
GAA inhib: blocks human lysosomal alpha-glucosidase. purified human GAA, 4-MU-alpha-glucoside fluorescence. AID 1466. 200,000 tested, 0.005% active. Potency, µM (titrated, usually from 76.9 µM), for inactives: top-dose activity change, negative = inhibition, actives largely listed as inhibitors. P10253;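 also: plate controls were uninhibited enzyme wells for no effect and no-enzyme background for full effect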
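Fluorogenic assay: 4 nM human alpha-glucosidase with 400 uM 4-methylumbelliferyl-alpha-D-pyranoside in 50 mM citrate/phosphate, 0.005% Tween-20, pH 5.0, 20 min at room temperature. Compounds tested up to 77 uM; AC50 from Hill fits.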
RECQ1 inh: blocks DNA unwinding by human RECQ1. P46063. RECQ1 DNA unwinding, red fluorescence kinetic read. Potency, µM (doses to about 57.3 µM), without a hit: top-dose activity, negative = inhibition, hits mostly inhibitors. 240,000 tested, 0.54% active;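 also: plate controls were vehicle for no effect and no enzyme for full effect; nearly all actives have a fitted effect of over 30% in size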
Target sequence (P46063 whole entry, looked up): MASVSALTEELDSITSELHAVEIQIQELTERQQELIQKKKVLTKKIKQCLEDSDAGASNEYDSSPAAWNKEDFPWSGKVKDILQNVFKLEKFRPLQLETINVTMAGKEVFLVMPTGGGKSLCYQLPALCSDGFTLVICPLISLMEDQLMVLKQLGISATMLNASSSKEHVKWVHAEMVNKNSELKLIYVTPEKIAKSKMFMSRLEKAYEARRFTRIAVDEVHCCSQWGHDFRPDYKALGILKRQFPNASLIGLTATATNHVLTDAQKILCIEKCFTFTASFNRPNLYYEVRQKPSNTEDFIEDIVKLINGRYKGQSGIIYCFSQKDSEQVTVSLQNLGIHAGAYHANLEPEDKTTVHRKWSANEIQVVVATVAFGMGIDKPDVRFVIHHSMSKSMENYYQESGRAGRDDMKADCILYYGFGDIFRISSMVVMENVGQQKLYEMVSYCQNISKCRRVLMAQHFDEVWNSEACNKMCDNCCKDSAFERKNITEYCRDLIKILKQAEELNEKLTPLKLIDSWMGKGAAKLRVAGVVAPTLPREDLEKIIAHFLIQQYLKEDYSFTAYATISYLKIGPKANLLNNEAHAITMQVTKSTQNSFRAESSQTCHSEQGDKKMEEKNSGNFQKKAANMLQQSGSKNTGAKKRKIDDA
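50 nM RECQ1T1 preincubated 15 min with compound in Tris pH 8.0 buffer with MgCl2, DTT, Tween-20 and 2.5 ug/ml poly(dI-dC); started with 200 nM TAMRA/BHQ-2 forked duplex and 2 mM ATP. Unwinding read as fluorescence (525/598 nm), two reads 2 h apart.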
GoLoco inh red: blocks human Gai1 binding to RGS12 GoLoco peptide, red readout; Gai1:RGS12 GoLoco peptide FP, rhodamine, 10 min; Potency, µM (top dose mostly 61.6 µM), for the others: at the top dose activity, negative = inhibition, most hits filed as inhibitors; 230,000 tested, 0.44% active; active = well fitted inhibition curve with a large enough effect, not every such curve was filed as active; inactive = no such curve, though single readings can be large or run the other way; also: nearly all actives have a fitted effect of over 30% in size; many of its hits are not listed in these tables
Target sequence (P63096 whole entry, looked up): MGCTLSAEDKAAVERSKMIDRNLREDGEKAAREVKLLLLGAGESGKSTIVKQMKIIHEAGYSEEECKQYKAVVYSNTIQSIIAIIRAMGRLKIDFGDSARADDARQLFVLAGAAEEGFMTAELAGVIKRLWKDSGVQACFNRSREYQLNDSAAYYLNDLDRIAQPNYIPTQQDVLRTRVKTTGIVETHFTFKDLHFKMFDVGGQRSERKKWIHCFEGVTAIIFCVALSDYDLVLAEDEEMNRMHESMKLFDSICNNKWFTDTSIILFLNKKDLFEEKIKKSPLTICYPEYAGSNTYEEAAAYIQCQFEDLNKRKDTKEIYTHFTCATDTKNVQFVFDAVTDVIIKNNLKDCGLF
TR SRC2 fluor cs: alters Texas Red total fluorescence, flagging assay interference; TRb/SRC2 Texas Red total fluorescence interference; Potency, µM (doses to about 106 µM), inactives show top-dose fluorescence change, negative = quenching; 280,000 tested, 0.29% active; AID 1479; active = well fitted curve in either direction with a large enough effect; inconclusive = small, poorly fitted or top-dose-only effect
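Flags fluorescent or light-absorbing compounds by total fluorescence, S + 2P, at 555 nm excitation and 632 nm emission. Mixture: 20 nM Texas Red SRC2 peptide, 0.6 uM human TRb LBD, 1 uM T3, 5% DMSO; compound exposure 5 h at ambient temperature.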
aGlu spleen mod: inhibits or activates alpha-glucosidase in human spleen homogenate | P10253 | AID 2112 | human spleen homogenate, 4-MU-alpha-glucoside fluorescence | Potency, µM (doses to about 79.9 µM), without a hit: top-dose activity change, negative = inhibition, usual class: inhibitors | 240,000 tested, 0.006% active;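 also: 0% = enzyme with vehicle and -100% = no enzyme basal signal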
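Human spleen homogenate (1 ug) with 4-methylumbelliferyl-alpha-D-glucopyranoside (1 mM final) in 50 mM citrate/phosphate pH 5.0, 0.01% Tween-20; 40 min at 37 C. Stopped at pH 10; 4-MU fluorescence Ex 365/Em 440 nm; AC50 by Hill fit.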
TRb SRC2 PPI: TRbeta-SRC2 interaction inhibition; 280,000 tested, 0.065% active; Potency, µM (top dose mostly 106 µM), for inactives: top-dose activity change, negative = inhibition, actives largely listed as inhibitors; TRbeta-SRC2 peptide binding, fluorescence polarization; receptor liganded with 1 µM T3; AID 1469; P10828;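 also: plate controls were bound peptide for no effect and peptide without receptor for full effect; nearly all actives have a fitted effect of over 50% in size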
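Polarization signal, normalized between peptide-alone and full complex controls, measured compound effects on T3-liganded human TRb LBD (0.6 uM) binding 20 nM Texas Red SRC2 peptide after 5 hr.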
GAA glycogen mod: GAA glycogen-cleavage inhibition or activation; AID 2100; recombinant GAA, glycogen substrate, Amplex Red glucose oxidase fluorescence; Potency, µM (titrated, usually from 76.4 µM), for inactives: at the top dose activity change, negative = inhibition, actives largely listed as inhibitors; 300,000 tested, 0.38% active;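 also: 0% = full enzyme reaction and -100% = no-enzyme basal signal; the screen sought inhibitors and activators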
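Recombinant enzyme (4 nM final) with compounds titrated up to 77 uM and bovine liver glycogen (30 ug) in citrate pH 5.0, 0.01% Tween-20, 37 C 40 min. Released glucose detected by Amplex Red/glucose oxidase (Ex 573/Em 610); AC50 from Hill fits.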
L3MBTL1 block: blocks human L3MBTL1; Q9Y468; AlphaScreen L3MBTL1–H3K9me1 peptide binding; Potency, µM (doses to about 57.1 µM), for the others: at the top dose activity, negative = inhibition, actives largely listed as inhibitors; 230,000 tested, 0.66% active; AID 485360; also: nearly all actives have a fitted effect of over 60% in size
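AlphaScreen proximity signal between nickel-chelate acceptor and streptavidin donor beads (final 10 ug/mL) reports binding of 50 nM L3MBTL1 to 75 nM biotin-H3 K9me1 peptide; complex incubated with compounds 30 min at room temperature; cefsulodin titration as control.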
Numbers without * were called inactive; i = inactive; ? = inconclusive; nt = no result given; [ ] = dose if it differs, or a comment. Unless noted, calls follow the shape of the dose curve; as a rule, active = well fitted curve in the direction sought with a large enough effect; inconclusive = small, poorly fitted or top-dose-only effect, or another doubt; inactive = no such curve, though single readings can be large; an effect the other way counts as inactive or inconclusive. Unless noted, % is scaled to controls: 0 for no effect and ±100 for the full control effect; potency is read from the fitted curve at half-maximal effect.

cpd	SMILES	GAA inhib	RECQ1 inh	GoLoco inh red	TR SRC2 fluor cs	aGlu spleen mod	TRb SRC2 PPI	GAA glycogen mod	L3MBTL1 block
1	COc1cccc(NC(=O)N2CCOCC2)c1	1%	i	8%	-2%	7%	-1%	7%	2%
2	C/C(N)=C(/C#N)C(=O)COC(=O)COc1ccc(Cl)cc1	-15%	-1%	11%	-1%	5%	-10%	1%	-9%
3	Cc1ccsc1/C=N/NC(=O)Cc1cccn1C	-1%	?	-8%	-3%	5%	2%	-3%	-10%
4	NC(=O)CC(NC(=O)c1ccc(Br)cc1)c1ccc(N2CCC(Br)CC2)c([N+](=O)[O-])c1 (centres undefined)	nt	-10%	-7%	1%	4%	-4%	4%	nt
5	COc1cccc(C(=O)N2CCN(Cc3ccco3)CC2)c1OC	-3%	-6%	-2%	0%	-3%	-1%	-2%	3%
6	CC(=O)C(Sc1nc(NC(C)(C)C)nc(N(C)C)n1)C(C)=O	-5%	-6%	6%	2%	-3%	-5%	-18%	-1%
7	COC(=O)C1CCN(c2ccc(Cl)nn2)CC1	-4%	-11%	4%	-4%	4%	3%	7%	nt
8	c1csc(-c2nc(CN3CCSCC3)cs2)c1	nt	10%	-5%	-1%	-9%	1%	6%	1%
9	O=P(O)(O)C(O)c1ccc2ccccc2c1 (centres undefined)	nt	-4%	-1%	-1%	-9%	-5%	nt	nt
10	COc1ccc(S(=O)(=O)Nc2c(F)cccc2F)cc1	0%	i	8%	0%	4%	-2%	1%	2%
11	COc1ccccc1/C=C/C(=O)OCC(=O)Nc1ccccc1Sc1ccccc1	-1%	-8%	25%	-4%	-8%	-2%	7%	22%
12	Cc1cc(NCCO)c2cc(O)ccc2n1	?	-9%	-5%	-3%	2%	3%	2%	nt
13	O=C(COC(=O)c1cccnc1)Nc1ccc2c(c1)OCO2	?	i	38%[activator]	-4%	-6%	-6%	-5%	-8%
14	COc1ccc(CCNC(=O)/C(C#N)=C2\N=C(NC(=O)c3cccs3)c3ccccc32)cc1	0%	i	10%	1%	-2%	-5%	1%	2%
15	CCC(C)C(NC(=O)C1CCC(C)CC1)C(=O)NCc1cccnc1 (centres undefined)	0%	-5%	-3%	0%	-16%	-25%	9%	-1%
16	FC(F)Oc1ccc(NC(=S)N2CCN(Cc3ccccc3)CC2)cc1	-6%	i	7%	-1%	nt	-2%	1%	2%
17	CCOC(=O)C(Nc1ccc2ccccc2c1)C(=O)OCC	-1%	-1%	-7%	1%	1%	9%	-2%	28µM*
18	COc1ccc(Br)cc1CNC(=O)C1CCN(S(=O)(=O)N2CCCC2)CC1	-6%	6%	2%	3%	4%	2%	-1%	3%
19	CCCCOCCCNC(=O)N[C@H](C(=O)OC)C(C)CC (some centres undefined)	nt	15%	1%	2%	-6%	8%	-1%	nt
20	O=c1[nH]c2ccccc2nc1C(F)(F)C(F)F	?	-6%	2%	2%	11%	-18%	5%	-1%
21	NC(=O)C1CCN(C2CC(=O)N(c3cccc(F)c3)C2=O)CC1 (centres undefined)	-5%	14%	1%	2%	-3%	10%	3%	nt
22	Cc1cc(C)nc(/N=C(\N)Nc2cccc([N+](=O)[O-])c2)n1	-4%	10%	-12%	10%	-3%	2%	9%	-15%
23	COC(=O)c1ccc(NC(=O)CSc2nnc(-c3ccccc3)n2C)cc1	-3%	0%	8%	-3%	-3%	10%	-9%	-8%
24	CCc1nnc(NC(=O)c2ccc3c(c2)C(=O)N(C(C)(C)C)C3=O)s1	1%	-2%	6%	0%	6%	-6%	0%	0%
25	Clc1ccc(Oc2cnns2)cc1Cl	3%	-5%	2%	0%	-9%	0%	8%	nt
26	Cc1cccc(N=C2NN=C(c3c[nH]c4ccccc34)CS2)c1	1%	i	31%[activator]	3%	1%	-7%	5%	-11%
27	CCCC(=O)Nc1nnc(SCC(=O)NCc2ccc3c(c2)OCO3)s1	-5%	-2%	-3%	-1%	-1%	-3%	-2%	17%
28	CC1(C)CC(=O)C2=C(C1)OC(N)=C(C#N)C2c1cccs1 (centres undefined)	-10%	-5%	8%	0%	-9%	1%	6%	1%
29	CC(=O)c1ccc(Sc2nnnn2-c2ccccc2)c([N+](=O)[O-])c1	-2%	0%	-1%	-2%	-1%	1%	0%	-18%
30	CCc1ccccc1NC(=O)CSc1nnc(Cn2cnc3ccccc32)o1	-1%	-1%	6%	2%	-5%	-7%	6%	1%

A different layout for four compounds above.
22) Cc1cc(C)nc(/N=C(\N)Nc2cccc([N+](=O)[O-])c2)n1
  GAA inhib = -4%; RECQ1 inh = 10%; GoLoco inh red = -12%; TR SRC2 fluor cs = 10%; aGlu spleen mod = -3%; TRb SRC2 PPI = 2%; GAA glycogen mod = 9%; L3MBTL1 block = -15%

23) COC(=O)c1ccc(NC(=O)CSc2nnc(-c3ccccc3)n2C)cc1
  GAA inhib = -3%; RECQ1 inh = 0%; GoLoco inh red = 8%; TR SRC2 fluor cs = -3%; aGlu spleen mod = -3%; TRb SRC2 PPI = 10%; GAA glycogen mod = -9%; L3MBTL1 block = -8%

24) CCc1nnc(NC(=O)c2ccc3c(c2)C(=O)N(C(C)(C)C)C3=O)s1
  GAA inhib = 1%; RECQ1 inh = -2%; GoLoco inh red = 6%; TR SRC2 fluor cs = 0%; aGlu spleen mod = 6%; TRb SRC2 PPI = -6%; GAA glycogen mod = 0%; L3MBTL1 block = 0%

25) Clc1ccc(Oc2cnns2)cc1Cl
  GAA inhib = 3%; RECQ1 inh = -5%; GoLoco inh red = 2%; TR SRC2 fluor cs = 0%; aGlu spleen mod = -9%; TRb SRC2 PPI = 0%; GAA glycogen mod = 8%; L3MBTL1 block = nt

2 entries drawn at random from those above, as already listed:
cpd	SMILES	GAA inhib	RECQ1 inh	GoLoco inh red	TR SRC2 fluor cs	aGlu spleen mod	TRb SRC2 PPI	GAA glycogen mod	L3MBTL1 block
9	O=P(O)(O)C(O)c1ccc2ccccc2c1 (centres undefined)	nt	-4%	-1%	-1%	-9%	-5%	nt	nt
5	COc1cccc(C(=O)N2CCN(Cc3ccco3)CC2)c1OC	-3%	-6%	-2%	0%	-3%	-1%	-2%	3%

(listing goes on)
cpd	SMILES	GAA inhib	RECQ1 inh	GoLoco inh red	TR SRC2 fluor cs	aGlu spleen mod	TRb SRC2 PPI	GAA glycogen mod	L3MBTL1 block
31	COC(=O)c1c(O)cc(C(C)(C)C)n(-c2ccccc2)c1=O	?	3%	-6%	-3%	-4%	2%	1%	-9%
32	Cc1ccc(C2CC(C(F)(F)F)n3nc(C(=O)Nc4c(C)n(C)n(-c5ccccc5)c4=O)cc3N2)cc1 (centres undefined)	-2%	-8%	4%	-7%	nt	1%	0%	-2%
33	Cc1ccccc1S(=O)(=O)Nc1ncnc2scc(-c3ccccc3)c12	-1%	i	7%	-2%[53 µM]	4%	1%[53 µM]	-1%	-10%
34	Cc1ccccc1-c1nnc(SCC(=O)NC2CCCCC2)o1	-3%	-1%	-9%	-1%	-1%	-10%	5%	-2%
35	CCCn1c(SCC(=O)N2CCc3ccccc3C2)nc2c1c(=O)n(C)c(=O)n2C	0%	1%	5%	-2%	-1%	-10%	-2%	4%
36	COc1cc(C)ccc1OCCOc1c(Cl)cc(Cl)cc1Cl	-1%	i	nt	-3%	-2%	1%	12%	15%
37	COc1ccc(C(c2nnnn2C2CCCC2)N2CCC(C(N)=O)CC2)c(OC)c1 (centres undefined)	-1%	-6%	-6%	-3%	4%	6%	1%	2%
38	CN(CC(=O)NC(=O)NCc1ccccc1)Cc1ccc(Cl)cc1	-5%	i	4%	0%	-1%	-25%	3%	7%
39	OCc1csc(=Nc2ccccc2)n1-c1ccccc1	4%	i	9%	3%	0%	4%	-9%	?
40	Nc1c(NCCN2CCCCC2)c2ccccc2oc1=O	-3%	19%	17%	3%	17%	-4%	?	?
41	Cc1[nH]c2ccccc2c1C(O)c1ccncc1 (centres undefined)	5%	-4%	8%	0%	2%	-4%	-9%	17%
42	O=C(O)c1ccc(NS(=O)(=O)c2cc(Cl)ccc2Cl)cc1O	0%	2%	-1%	-1%	0%	-2%	4%	7%
43	O=C(CCC(=O)Nc1ccc(F)cc1)N/N=C/c1cc([N+](=O)[O-])ccc1O	-9%	-11%	14%	-3%	-1%	0%	2%	12%
44	Cn1nnnc1SCC(=O)N1CCN(c2ccccc2)CC1	2%	-4%	6%	1%	0%	3%	-5%	2%
45	COc1cc(SC)ccc1C(=O)Nc1c(Cl)cncc1Cl	-1%	i	4%	1%	-5%	6%	-10%	nt
46	Cc1ccc(SCC(=O)Nc2cccc(C(=O)NC(C)(C)C)c2)cc1	?	-6%	2%	-1%	-9%	5%	0%	1%
47	O=[N+]([O-])c1ccccc1S(=O)(=O)N1CCCCC1	10%	2%	9%	1%	4%	-9%	-1%	3%
48	Cc1cccc(Cc2nnc(CCC(=O)NCc3cnc4ccccn34)o2)c1	nt	i	0%	-3%	-3%	-8%	-3%	41%[activator]
49	O=C(NCCSCc1ccccc1)c1ccc(C2SCC(=O)N2Cc2ccccc2)cc1 (centres undefined)	-7%	-1%	7%	-1%	0%	2%	-5%	nt
50	O=C(NCCN1CCOCC1)c1cc2sccc2n1Cc1ccc(Cl)cc1	4%	0%	12%	3%	-6%	2%	-9%	-13%
51	Cc1ccc(NC(=O)CN(c2ccccc2)S(=O)(=O)N(C)C)cc1	-6%	4%	-2%	2%	-4%	1%	1%	2%
52	O=C(NCCCN1CCN(c2ccccc2F)CC1)C1CC(=O)N(C2CCCC2)C1 (centres undefined)	-4%	-8%	-8%	0%	1%	6%	4%	nt

These rows are one share of the data; rates above refer to the full screens.
